Bioassay records: PubChem BioAssay, National Center for Advancing Translational Sciences (NCATS)
Pol eta inh = blocks human DNA polymerase eta activity | AID 588591 | recombinant Pol eta, fluorescent DNA replication assay | hit rate 1.2% among 390,000 | Q9Y253 | Potency, µM (top dose mostly 114 µM), inactives show at the highest dose activity change, negative = inhibition, hits mostly inhibitors; also: % is scaled to controls: 0 for no effect and ±100 for the full control effect
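Pol eta (10 nM) was preincubated with compounds for 15 min at room temperature, after which fluorescent replication substrate (50 nM final) was added to start the reaction. Fluorescence was read kinetically at 0 and 10 min.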
POLB inh = DNA polymerase beta (human) inhibition; P06746; Pol beta primer extension/strand displacement, fluorescence kinetic; Potency, µM (highest dose often 114 µM), without a hit: at the top dose activity change, negative = inhibition, most hits filed as inhibitors; hit rate 1.3% among 340,000; AID 485314; also: % is scaled to controls: 0 for no effect and ±100 for the full control effect
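Kinetic readout of DNA synthesis with strand displacement by Pol beta. Compound and 10 nM enzyme sit 15 min at room temperature; 50 nM substrate starts the reaction, read immediately and at 10 min.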
Pol iota inh = blocks human DNA polymerase iota activity; Q9UNA4; Pol iota fluorescent replication assay, 10 min; Potency, µM (series often up to 115 µM), without a hit: at the highest dose activity, negative = inhibition, hits mostly inhibitors; hit rate 1% among 390,000
Target sequence (Q9UNA4 whole entry, looked up): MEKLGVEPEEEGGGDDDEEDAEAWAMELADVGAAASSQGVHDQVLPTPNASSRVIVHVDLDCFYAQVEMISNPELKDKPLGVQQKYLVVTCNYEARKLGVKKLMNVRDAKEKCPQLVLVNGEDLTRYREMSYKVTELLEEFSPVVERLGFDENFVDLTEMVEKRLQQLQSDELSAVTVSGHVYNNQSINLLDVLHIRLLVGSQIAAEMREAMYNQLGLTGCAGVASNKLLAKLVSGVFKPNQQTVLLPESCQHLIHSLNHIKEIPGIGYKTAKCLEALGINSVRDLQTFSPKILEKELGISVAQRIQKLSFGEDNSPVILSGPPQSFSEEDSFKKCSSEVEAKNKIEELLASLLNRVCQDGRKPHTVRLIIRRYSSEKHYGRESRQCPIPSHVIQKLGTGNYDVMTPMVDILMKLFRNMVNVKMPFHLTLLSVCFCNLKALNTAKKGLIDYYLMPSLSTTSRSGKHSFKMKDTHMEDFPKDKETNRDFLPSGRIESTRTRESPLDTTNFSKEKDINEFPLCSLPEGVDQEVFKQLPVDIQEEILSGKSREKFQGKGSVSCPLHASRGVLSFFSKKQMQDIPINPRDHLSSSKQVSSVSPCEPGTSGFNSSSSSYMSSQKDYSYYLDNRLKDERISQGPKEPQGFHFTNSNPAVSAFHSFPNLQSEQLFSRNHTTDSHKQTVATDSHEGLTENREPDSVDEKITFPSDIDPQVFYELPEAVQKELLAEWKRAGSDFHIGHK
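Pol iota at 10 nM preincubated 15 min with compounds at room temperature; reaction started with fluorescent substrate, 50 nM final. Fluorescence read kinetically at 0 and 10 min; buffer-only wells as negative control.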
BAZ2B inh = BAZ2B (human) inhibition. Q9UIF8. AlphaScreen BAZ2B-H3K14Ac peptide displacement. Potency, µM (top dose mostly 114 µM), for inactives: at the highest dose activity change, negative = inhibition, hits mostly inhibitors. hit rate 4.4% among 360,000. AID 504333; also: % is scaled to controls: 0 for no effect and ±100 for the full control effect; nearly all actives have a fitted effect of over 60% in size
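Inhibition is scored as reduced AlphaScreen emission. The BAZ2B/b-H3(5-23)K14Ac complex (50 nM each) in PBS pH 7.4, 0.01% Tween-20 meets compound (up to 110 uM) for 30 min at RT before bead addition.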
Anesthetic bind = candidate novel general anesthetic via apoferritin binding; P02791; apoferritin/1-aminoanthracene competitive binding, fluorescence; Potency, µM (highest dose often 77.5 µM), for the others: top-dose activity change, negative = displacement, usual class: inhibitors; hit rate 0.074% among 350,000; AID 485281; also: % is scaled to controls: 0 for no effect and ±100 for the full control effect; nearly all actives have a fitted effect of over 20% in size
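Probe: 1-aminoanthracene (50% saturated, PBS). Protein: horse-spleen apoferritin, 10 uM. Incubation: 10 min, room temperature. Detection: 380 nm excitation, 535 nm emission. Analysis: normalized response, four-parameter Hill.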
APEX1 inh = blocks human APE1 abasic DNA cleavage. P27695. recombinant APE1, TAMRA/BHQ-2 abasic DNA cleavage fluorescence. Potency, µM (highest dose often 65.8 µM), for inactives: at the highest dose activity change, negative = inhibition, actives largely listed as inhibitors. hit rate 0.35% among 350,000;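 also: plate controls were vehicle for no effect and reference inhibitor for full effect; nearly all actives have a fitted effect of over 55% in size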
Target sequence (P27695 whole entry, looked up): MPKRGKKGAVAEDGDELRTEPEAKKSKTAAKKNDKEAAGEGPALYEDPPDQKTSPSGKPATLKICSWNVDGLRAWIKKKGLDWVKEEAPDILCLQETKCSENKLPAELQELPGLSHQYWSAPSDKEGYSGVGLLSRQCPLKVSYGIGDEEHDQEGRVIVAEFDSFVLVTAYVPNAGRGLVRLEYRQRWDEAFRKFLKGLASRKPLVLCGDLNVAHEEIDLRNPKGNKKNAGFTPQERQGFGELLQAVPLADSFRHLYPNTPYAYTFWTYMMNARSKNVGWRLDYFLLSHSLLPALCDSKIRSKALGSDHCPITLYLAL
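Step 1: APE1 (0.75 nM) with compound, 15 min RT. Step 2: add 50 nM fluorophore/quencher THF duplex. Step 3: three fluorescence reads 60 s apart (525/598 nm); read 3 minus read 1 = reaction progress.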
G9a block = G9a (human) methyltransferase inhibition. Q96KQ7. G9a H3K9 monomethylation, AlphaScreen, 2 h. Potency, µM (highest dose often 102 µM), for the others: top-dose activity, negative = inhibition, actives largely listed as inhibitors. hit rate 8.8% among 350,000. AID 504332; also: % is scaled to controls: 0 for no effect and ±100 for the full control effect; nearly all actives have a fitted effect of over 75% in size
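Enzyme 20 nM + cpd, 15 min RT; add b-H3K9 pep 500 nM / SAM 20 uM; 2 h RT; anti-H3K9me1 Ab 0.5 ug/mL + SA donor / anti-rabbit acceptor beads 20 ug/mL each, 10 min; AlphaScreen read.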
POLK inh = inhibitors of human DNA polymerase kappa; Q9UBT6; purified Pol kappa, fluorescent DNA synthesis assay, 10 min; Potency, µM (top dose mostly 107 µM), without a hit: top-dose activity, negative = inhibition, usual class: inhibitors; hit rate 0.53% among 400,000; also: % is scaled to controls: 0 for no effect and ±100 for the full control effect
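50 nM final substrate added after 15 min RT preincubation of 10 nM Pol kappa with compound; fluorescence read at 0 and 10 min.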
BLM inh = inhibitors of human Bloom syndrome helicase BLM; P54132; recombinant BLM DNA unwinding, fluorescence dequenching; Potency, µM (titrated, usually from 56.1 µM), for inactives: top-dose activity change, negative = inhibition, hits mostly inhibitors; hit rate 0.2% among 350,000; AID 2528;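 also: plate controls were vehicle for no effect and no enzyme for full effect; nearly all actives have a fitted effect of over 35% in size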
Active calls of the source: *; ? = inconclusive; / = no result given; & = joins results of further samples; [ ] = remark or other dose. Calls follow the shape of the dose curve; as a rule, active = well fitted curve in the direction sought with a large enough effect; inconclusive = small, poorly fitted or top-dose-only effect, or another doubt; inactive = no such curve, though single readings can be large; an effect the other way counts as inactive or inconclusive. Potency is read from the fitted curve at half-maximal effect. Some of the compounds tested; rates above refer to the full screens.

Structure | APEX1 inh | BAZ2B inh | POLB inh | G9a block | Pol eta inh | POLK inh | Anesthetic bind | Pol iota inh | BLM inh
CCCOC(=O)C1=C(C)NC2=C(C(=O)CCC2)C1c1cc(OC)ccc1OC (centres undefined) | 3% | -16% | ? | 8%[12.7 µM] | -5% | -6% | -3% | 0% | -2%
COc1cc(/C=C/C(=O)N2CCCc3ccccc32)cc(OC)c1OC | -3% | -9% | 3% | 20%[59 µM] | -18% | -7% | 25% | 14% | -3%
CCc1ccc(Nc2ncc3c(n2)CC(c2ccc(OC)cc2)CC3=O)cc1 (centres undefined) | -1% | -4% | 1% | 14%[12.7 µM] | 1% | -19% | -9% | -3% | -2%
COc1ccccc1NC(=O)NC1(C(=O)N2CCCCC2)CCCCC1 | 41% | -10% | 13% | 17% | -2% | -22% | -5% | 24% | -2%
Cc1ccc(NC(=O)c2cnc(SCC(=O)N3CCCc4ccccc43)n(C)c2=O)cc1C | / | -9% | -3% | -3%[59 µM] | -9% | -7%[60.1 µM] | -5% | 41%[activator] | -1%
CCOC(=O)C1CCN(C(=O)c2ccc3c(c2)OCCO3)CC1 | 9% | / | / | / | -18% | -1% | / | 26% | /
Clc1ccc2nc(SCc3nnc(-c4ccccc4)o3)[nH]c2c1 | -6% | -7% | 1% | -6% | -15% | -14% | ? | 4% | -3%
CCOc1cc(NC(=S)NCC2CCCO2)c(OCC)cc1NC(=O)c1ccc(OC)cc1 (centres undefined) | 11% | ? | 9% | ? | -13% | -1% | -6% | 0% | -5%
CCC1(C)Cc2c(sc3nnn(CC(=O)Nc4ccccc4)c(=O)c23)CO1 (centres undefined) | 0% | -10% | 3% | / | -10% | -6% | -22% | 9% | -6%
COc1cccc2sc(NC(=O)c3ccc(S(=O)(=O)N4CCC(C)CC4)cc3)nc12 | / | ? | 33% | 3%[59 µM] | -16% | -9%[60.1 µM] | 2% | -2% | -2%
COc1ccc(C(=O)NC(=S)Nc2ccccc2F)cc1 | 5% | 2% | 1% | ? | -5% | -12% | 5% | 12% | -1%
COc1cccc(Cn2c(=O)c(-c3cc(F)cc(F)c3)nc3cnc(N(C)C)nc32)c1 | -4% | / | / | 1%[0.501 µM] | / | -3%[60.1 µM] | / | / | -2%
O=S1(=O)CCN(Cc2ccc(Cl)cc2)CC1 | 25% | 6% | -2% | -9%[12.7 µM] | -15% | -2% | -10% | -1% | -1%
Cn1cnnc1SCC(C)(C)NS(=O)(=O)c1ccc(Cl)cc1 | -8% | -9% | 48% | ? | -8% | 4% | -6% | 79%[activator] | -3%
COc1cc(/C=C(\C#N)C(=O)Nc2cccc3ncccc23)cc(OC)c1OC | -4% | 3% | 26% | -21%[59 µM] | 1% | -6% | -7% | 5% | 1%
Cn1c(=O)[nH]c(=O)c2c1nc(NN)n2CCOc1ccccc1 | 35% | -35% | 3% | 11µM* | -19% | -7% | -4% | 62%[activator] | -3%
CC(=O)c1ccc(N(C(=O)Cn2nnc(-c3ccccc3)n2)C(C(=O)NC2CCCCC2)c2ccccn2)cc1 (centres undefined) | 1% | 2% | 0% | -4% | -19% | 0% | -9% | 12% | -2%
COC(=O)c1ccc(NS(=O)(=O)N(C)C)cc1 | 1% | -1% | -3% | 12%[59 µM] | -6% | -2% | -10% | -2% | -1%
Cc1cccc(NC(=O)c2cc(NC(=O)C3CCCCC3C(=O)O)ccc2N2CCOCC2)c1 (centres undefined) | -6% | -24% | 2% | 9% | 3% | -6% | 0% | 19% | -5%
CCC(C(=O)NC1CCCC1)N(C(=O)Cn1nnc(-c2ccc(C)o2)n1)c1cnc2ccccc2c1 (centres undefined) | -2% | 13% | -4% | -11%[59 µM] | -18% | -6% | -10% | 9% | -5%
Cc1ccc(NCc2nc3ccccc3n2C)cc1 | 8% | -34% | 2% | -7%[12.7 µM] | 0% | -2% | -3% | 21% | -8%
CCCCOC(=O)c1c(C)oc2c1cc(NS(=O)(=O)c1cc(OC)ccc1OC)c1ccccc12 | / | -16%[57.1 µM] | 9% | -29%[59 µM] | -10% | -7% | -15% | 32% | -11%
Cc1cccc(C(=O)NCC(=O)OCC(=O)N2CC3(C)CC2CC(C)(C)C3)c1 (centres undefined) | 3% | 4% | 0% | 6.3µM* | -4% | -12% | -10% | 11% | -5%
CC(C)(C)c1cc[n+](-c2[nH]c(=O)sc2/C=N/NC([S-])=Nc2ccccc2)cc1 | -1% | -31% | -9% | 14µM* | -8% | -20% | -1% | 78%[activator] | -5%
CCCNC(=O)CN(C)CC(=O)Nc1ccccc1C#N | 2% | / | 18% | -47% | -19% | 5% | -4% | 19% | -6%
CCN(C(=O)CCS(=O)(=O)c1cc2c(cc1C)NC(=O)CO2)c1cccc(C)c1 | / | 23% | 6% | 3%[59 µM] | -13% | -9% | -2% | -2% | -5%
CC(Sc1nnc(-c2ccc(Cl)cc2)n1N)C(=O)NCC1CCCO1 (centres undefined) | -10% | 12% | / | 5% | -9% | -13% | / | 27% | /
COc1ccc(OC)c(C2CC(c3c(-c4ccccc4)c4cc(Cl)ccc4[nH]c3=O)=NN2S(C)(=O)=O)c1 (centres undefined) | 0% | -13% | 14% | 12%[59 µM] | -7% | -5% | -11% | -6% | -1%
COc1ccc(CN2CC(C(=O)NCCN3CCN(c4ccccc4F)CC3)CC2=O)cc1 (centres undefined) | 20% | 3% | 3% | -7%[59 µM] | -4% | -9% | -4% | 18% | -1%
OCCNCCOc1ccc(Cl)c(Cl)c1 | 3% | 1% | -15% | 4%[59 µM] | 2% | 6% | 2% | 36%[activator] | -1%

The list goes on, starting with the last two of the part before.
Structure | APEX1 inh | BAZ2B inh | POLB inh | G9a block | Pol eta inh | POLK inh | Anesthetic bind | Pol iota inh | BLM inh
COc1ccc(CN2CC(C(=O)NCCN3CCN(c4ccccc4F)CC3)CC2=O)cc1 (centres undefined) | 20% | 3% | 3% | -7%[59 µM] | -4% | -9% | -4% | 18% | -1%
OCCNCCOc1ccc(Cl)c(Cl)c1 | 3% | 1% | -15% | 4%[59 µM] | 2% | 6% | 2% | 36%[activator] | -1%
CSc1nc2ccsc2c(=O)n1-c1ccccc1 | -4% | -4% | -24% | -4% | -18% | 6% | -16% | 21% | 0%
Cc1ccc(NC(=O)NCCN2CCCCC2)cc1 | 20% | -16% | 0% | 22% | -14% | 10% | -2% | 9% | -1%
CCCNC(=O)CN(C)S(=O)(=O)c1c(C)cc(C)cc1C | 2% | 2% | ? | -2%[59 µM] | -11% | -4% | -3% | -1% | -1%
Cc1ccsc1/C=N/NC(=O)c1c[nH]c2ccccc12 | -5% | -9% | ? | 0% | -15% | 2% | -17% | -21% | -8%
CCN(CC)c1ccc(/C=N/NC(=O)c2c(Cl)cnn2C)c(O)c1 | 6% | 79µM* | 1% | -3%[59 µM] | -29% | -12% | 0% | -2% | -1%
C=CCc1cc2c(oc(=O)c3ccccc32)c(C)c1O | -1% | 9% | -18% | 21% | -11% | 0% | -18% | 24% | 2%
O=C(c1ccccc1[N+](=O)[O-])N1CCN(Cc2ccc3c(c2)OCO3)CC1 | 6% | 2% | 3% | 16%[59 µM] | -14% | -14% | -4% | 9% | 1%
Cc1ccc(-c2cc3ccccc3nc2N2CCOCC2)cc1 | -6% | 111%[activator] | 11% | 237%[activator] | -3% | -7% | 147%[activator] | 1% | -6%
O=C(Nc1ccc(Cl)c(-c2nc3ccccc3o2)c1)c1ccc(-c2cccc([N+](=O)[O-])c2)o1 | / | -4% | 22% | 3%[59 µM] | -7% | 1% | -13% | 12% | -3%
O=C(c1ccc([N+](=O)[O-])cc1)N1C=CC(C(F)(F)F)=NCC1 | 1% | -16% | 1% | -1% | 8% | -10% | -3% | 58%[activator] | -1%
COc1ccc(C(C)=O)cc1CS(=O)(=O)CC(=O)O | -1% | -18% | 13% | 45µM* | 20% | -8% | -1% | 76%[activator] | 0%
CCOc1ccccc1CN1CCC(n2nccc2NC(=O)CCCc2ccccc2)CC1 | 22% | -16% | 6% | 14% | -19% | -13% | -15% | -18% | -1%
O=C(COc1ccc(Cl)cc1Cl)Nc1ccc2nc3n(c(=O)c2c1)CCCC3 | -1% | 6% | 30% | 10%[59 µM] | ? | -5% | -20% | 5% | -7%
CC(C)(C)OC(=O)N1CCN(C(=O)[C@H](Cc2ccc(O)cc2)n2cc(CCO)nn2)CC1 | 2% | -11% | 19% | 8%[12.7 µM] | -15% | 14% | -2% | 23% | -2%
CCN(Cc1ccccc1)C(=O)CCS(=O)(=O)c1ccc2c(c1)CCN2C(C)=O | 12% | -15% | ? | -7% | -1%&5% | -4%&-20% | -2%&-1% | ? | 0%&-1%
O=C(COC(=O)C1CCC1)NCc1ccccc1Cl | 0% | 16% | -2% | 1%[59 µM] | -8% | -12% | -20% | -3% | -2%
COc1ccc(NC(=O)NC2CCCc3ccccc32)c(OC)c1 (centres undefined) | 34% | -19% | -11% | 0% | 9% | -7% | -3% | 22% | -7%
CC12CN3CC(C)(CN(C1)C3c1cc3ccccc3[nH]1)C2=O (centres undefined) | -1% | 20% | 7% | 16% | -11% | -2% | -8% | -1% | 1%
Cn1nc(N)c2c(-c3ccc(Cl)cc3)c(C#N)c(N)nc21 | -6% | -16% | 25% | 0%[59 µM] | -6% | -6% | -1% | ? | -9%
CCOc1cc2c(cc1OCC)C(C(=O)O)C(c1cc(Br)c(O)c(OC)c1)N(C)C2=O (centres undefined) | 0% | -3%[57.1 µM] | 4% | ? | -2% | -9% | -7% | 14% | -4%
Cc1ccc(CSC2=CS(=O)(=O)c3ccccc3N2)cc1 | -1% | -1% | 22% | -10% | -9% | -3% | ? | 14% | -1%
O=C(NCCCN1CCOCC1)C(C(=O)NCCCN1CCOCC1)c1ncc(C(F)(F)F)cc1Cl | 12% | -32% | -1% | ? | -6% | 7% | -3% | -10% | -2%
N#Cc1cccc(NC(=O)COC(=O)CCc2nc3ccccc3c(=O)[nH]2)c1 | 2% | -29% | 11% | 13µM* | 4% | -2% | -6% | 42%[activator] | -1%
Cc1ccc(N(C)S(=O)(=O)c2c[nH]c3ccc([N+](=O)[O-])cc23)cc1 | 0% | ? | -14% | / | -17% | -3% | -15% | 20% | -9%
N#C/C(=C\c1cccnc1)c1nc2c(s1)CCCC2 | 1% | 13% | 6% | 42%[activator] | 6% | -5% | 1% | 61%[activator] | -3%
